U2OS ROS induce: ROS inducers in U2OS cancer cells, primary screen, cell-based, H2DCF-DA fluorescence; U2OS ROS induction; ROS induction (% of piperlongumine), % at 10 µM; 46,000 compounds, 2% hits; AID 624156, 2012; in the data active means ROS induction above about 79%, passing the limit was not always enough; inconclusive means no clear call, values can overlap the other calls;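 further: 0% = DMSO vehicle median and 100% = reference compound median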
* marks the source's active call; other numbers are inactive results; ? = inconclusive. Not all compounds are listed; rates above refer to the full screens.

canonical_smiles | U2OS ROS induce
C[C@@H]1CN([C@H](C)CO)C(=O)c2cccc(NC(=O)C3CCOCC3)c2O[C@@H]1CN(C)C(=O)Nc1ccc2c(c1)OCO2 | -4
CCCCN(C)Cc1c(O)ccc2c(=O)c(-c3ccccc3OC)c(C(F)(F)F)oc12 | 0
CC(C)c1ccccc1Oc1coc2cc(OCC(=O)NC3CCCCC3)ccc2c1=O | 51
O=C(CCn1nc(-c2ccccc2)ccc1=O)NC1CC1 | 2
C[C@H](CO)N1C[C@H](C)[C@H](CN(C)Cc2ccc3c(c2)OCO3)Oc2ccc(NC(=O)c3ccncc3)cc2CC1=O | 12
C[C@H]1CN([C@@H](C)CO)C(=O)c2cccc(NC(=O)CCCCCC(=O)Nc3ccccc3N)c2O[C@@H]1CN(C)Cc1ccncc1 | 2
O=C(CSc1nnc(-c2ccccc2O)n1-c1ccccc1)Nc1ccc(Cl)c(C(=O)O)c1 | -4
C[C@@H]1CN([C@@H](C)CO)C(=O)c2cc(NC(=O)CCC(F)(F)F)ccc2O[C@@H]1CN(C)Cc1ccccc1 | -3
COc1ccc(S(=O)(=O)Nc2ccc3c(c2)CC(=O)N([C@H](C)CO)C[C@H](C)[C@H](CN(C)C(=O)NC(C)C)O3)cc1 | 0
C[C@H](CO)N1C[C@H](C)[C@H](CN(C)S(=O)(=O)c2ccccc2)Oc2ccc(NC(=O)C3CCCCC3)cc2CC1=O | -2
Cc1sc2nc3c4ccccc4c(N4CCC(C)CC4)nn3c(=O)c2c1C | -1
CCC(C)NC(=O)Cn1cnc2c1c(=O)n(C)c(=O)n2C (configuration not stated) | 9
Cc1ccc(S(=O)(=O)N(C)C[C@H]2Oc3c(NC(=O)c4ccc(-c5nccs5)cc4)cccc3C(=O)N([C@@H](C)CO)C[C@H]2C)cc1 | 14
O=C(CCCCC(=O)N/N=C/c1ccc(-c2cccc(Cl)c2)o1)NO | 26
C[C@@H]1CN([C@H](C)CO)C(=O)c2cccc(NC(=O)Nc3cccc4ccccc34)c2O[C@@H]1CN(C)C(=O)Nc1ccc(F)cc1 | 29

Going on with the list.
canonical_smiles | U2OS ROS induce
CCCOc1cc(C(N)=O)ccc1OC | -4
COc1cc(/C=C/C(=O)CC(=O)/C=C/c2ccc(O)c(OC)c2)ccc1O | 43
COc1ccc(C)cc1NC(=O)CN(c1ccc(F)cc1)S(C)(=O)=O | -5
C[C@H]1CN([C@@H](C)CO)C(=O)c2cccc(NC(=O)CCCCCC(=O)Nc3ccccc3N)c2O[C@H]1CN(C)Cc1ccc(-c2ccccc2)cc1 | ?
Oc1c(C(Nc2ccccn2)c2cccc(OC3CCCC3)c2)ccc2cccnc12 (configuration not stated) | -2
C[C@@H]1CN([C@H](C)CO)C(=O)CCCn2cc(nn2)CO[C@H]1CN(C)Cc1cccc2c1OCCCO2 | 4
CN1C(=O)N(c2ccc(Cl)cc2)C(C)(O)CC1(C)C (configuration not stated) | -1
C[C@@H]1CN([C@@H](C)CO)C(=O)c2cccc(NS(=O)(=O)c3ccccc3)c2O[C@@H]1CN(C)S(=O)(=O)c1ccccc1 | -3
COc1ccc(NC(=O)N(C)C[C@H]2Oc3c(NS(=O)(=O)c4cn(C)cn4)cccc3C(=O)N([C@@H](C)CO)C[C@H]2C)cc1 | -8
Cn1c(=O)c2c(ncn2CC(=O)Nc2ccncc2)n(C)c1=O | -1
CN(C)CCC(C)(O)Cc1ccccc1 (configuration not stated) | -17
Cc1noc(C)c1S(=O)(=O)N(C)C[C@H]1Oc2ccc(NC(=O)NC3CCCCC3)cc2CC(=O)N([C@H](C)CO)C[C@H]1C | 16
COc1ccc(S(=O)(=O)Nc2ccc3c(c2)C(=O)N([C@H](C)CO)C[C@@H](C)[C@H](CN(C)S(=O)(=O)c2cn(C)cn2)O3)cc1 | -4
C[C@H](CO)N1C[C@H](C)[C@@H](CN(C)CC2CCCCC2)Oc2ccc(NC(=O)C3CCCCC3)cc2C1=O | 2
CNC[C@H]1Oc2ccc(NC(=O)C3CC3)cc2CC(=O)N([C@@H](C)CO)C[C@@H]1C | 10

(continued)
canonical_smiles | U2OS ROS induce
CC1(C)[C@H]2CC=C(/C=N\NC(=O)CCCCCCC(=O)Nc3ccccc3O)[C@@H]1C2 | 45
C[C@@H]1CN([C@@H](C)CO)C(=O)CCCn2nncc2CO[C@@H]1CN(C)S(=O)(=O)c1cccc(F)c1 | -11
C[C@@H]1CN([C@H](C)CO)C(=O)c2cc(NC(=O)Cn3cnnn3)ccc2O[C@@H]1CN(C)C(=O)NC1CCCCC1 | -4
COc1ccc(S(=O)(=O)N(C)CC(=O)Nc2ccccc2OC)cc1Cl | -11
C[C@@H]1CN([C@@H](C)CO)C(=O)c2cccc(N(C)C)c2O[C@@H]1CN(C)Cc1ccc2c(c1)OCO2 | -7
COc1ccc([C@H]2COc3c(ccc(O)c3OC)C2)c(OC)c1O | -7
C=CCN=C(SC)N1CCN(C(=NCC=C)SC)CC1 | -10
Cc1ccc(NC(=O)CCc2c(C)nc3c4c(C)cc(C)nc4nn3c2C)cc1 | 21
C[C@@H]1CN([C@H](C)CO)C(=O)c2cc(NC(=O)Nc3ccc4c(c3)OCO4)ccc2O[C@@H]1CN(C)S(=O)(=O)c1ccc(F)cc1 | 9
C[C@@H]1CN([C@H](C)CO)C(=O)c2cc(NS(C)(=O)=O)ccc2O[C@@H]1CN(C)Cc1ccncc1 | 2
C[C@@H]1CN([C@H](C)CO)C(=O)c2cc(NS(=O)(=O)c3ccc(Cl)cc3)ccc2O[C@@H]1CN(C)Cc1ccc(C(=O)O)cc1 | 9
COC(=O)c1ccccc1NC(=O)Cn1c(SC)c(F)cnc1=O | -6
C[C@H]1CN([C@@H](C)CO)C(=O)Cc2cc(NC(=O)CCC(F)(F)F)ccc2O[C@H]1CN(C)Cc1ccc(-c2ccccc2)cc1 | 3
C[C@@H]1CN([C@H](C)CO)C(=O)Cc2cc(NC(=O)Cc3ccccc3)ccc2O[C@@H]1CN(C)Cc1ccc(C(=O)O)cc1 | 9
C[C@H](CO)N1C[C@H](C)[C@H](CN(C)C(=O)Cc2ccccc2)OCc2cnnn2CCCC1=O | 7

Twelve entries out of the list, ordered by number of heavy atoms, highest first.
canonical_smiles | U2OS ROS induce
C[C@@H]1CN([C@H](C)CO)C(=O)c2cc(NC(=O)Nc3ccc4c(c3)OCO4)ccc2O[C@@H]1CN(C)S(=O)(=O)c1ccc(F)cc1 | 9
C[C@@H]1CN([C@H](C)CO)C(=O)Cc2cc(NC(=O)Cc3ccccc3)ccc2O[C@@H]1CN(C)Cc1ccc(C(=O)O)cc1 | 9
C[C@@H]1CN([C@H](C)CO)C(=O)c2cc(NC(=O)Cn3cnnn3)ccc2O[C@@H]1CN(C)C(=O)NC1CCCCC1 | -4
C[C@H](CO)N1C[C@H](C)[C@@H](CN(C)CC2CCCCC2)Oc2ccc(NC(=O)C3CCCCC3)cc2C1=O | 2
C[C@@H]1CN([C@@H](C)CO)C(=O)c2cccc(N(C)C)c2O[C@@H]1CN(C)Cc1ccc2c(c1)OCO2 | -7
C[C@H](CO)N1C[C@H](C)[C@H](CN(C)C(=O)Cc2ccccc2)OCc2cnnn2CCCC1=O | 7
CC1(C)[C@H]2CC=C(/C=N\NC(=O)CCCCCCC(=O)Nc3ccccc3O)[C@@H]1C2 | 45
Cc1ccc(NC(=O)CCc2c(C)nc3c4c(C)cc(C)nc4nn3c2C)cc1 | 21
CNC[C@H]1Oc2ccc(NC(=O)C3CC3)cc2CC(=O)N([C@@H](C)CO)C[C@@H]1C | 10
COc1ccc(S(=O)(=O)N(C)CC(=O)Nc2ccccc2OC)cc1Cl | -11
COC(=O)c1ccccc1NC(=O)Cn1c(SC)c(F)cnc1=O | -6
C=CCN=C(SC)N1CCN(C(=NCC=C)SC)CC1 | -10

As entered above:
`C[C@H](CO)N1C[C@H](C)[C@H](CN(C)C(=O)Cc2ccccc2)OCc2cnnn2CCCC1=O` in U2OS ROS induce is entered as 7
`Cc1ccc(NC(=O)CCc2c(C)nc3c4c(C)cc(C)nc4nn3c2C)cc1` in U2OS ROS induce is entered as 21

Going on with the list.
canonical_smiles | U2OS ROS induce
Cc1c(C(=O)O)oc2ccc(S(=O)(=O)NCCC(C)C)cc12 | -4
C[C@H]1CN([C@@H](C)CO)C(=O)c2cccc(NC(=O)Nc3ccc4c(c3)OCO4)c2O[C@@H]1CN(C)CC1CCCCC1 | 51
C[C@H](CO)N1C[C@H](C)[C@H](CN(C)S(C)(=O)=O)Oc2c(NC(=O)C3CCCCC3)cccc2C1=O | -7
CCC(C(=O)N1c2ccccc2Sc2ccc(C(F)(F)F)cc21)N1C(=O)c2ccccc2C1=O (configuration not stated) | 16
C[C@@H]1CN([C@H](C)CO)C(=O)c2cccc(NC(=O)c3nc4ccccc4s3)c2O[C@H]1CN(C)C(=O)Nc1cccc2ccccc12 | 43
Cc1noc(C)c1S(=O)(=O)Nc1ccc2c(c1)C(=O)N([C@H](C)CO)C[C@@H](C)[C@@H](CN(C)C(=O)Nc1ccc(C(F)(F)F)cc1)O2 | -4
Cc1ccc(NC(=O)C(C)Oc2ccc(Cl)cc2Cl)c([N+](=O)[O-])c1 (configuration not stated) | 10
C[C@H]1CN([C@@H](C)CO)C(=O)Cc2cc(NC(=O)Cc3cn(C)c4ccccc34)ccc2O[C@@H]1CN(C)Cc1ccncc1 | 35
C[C@H](CO)N1C[C@H](C)[C@@H](CN(C)Cc2ccc(Cl)c(Cl)c2)Oc2ccc(NC(=O)Nc3ccc(C(F)(F)F)cc3)cc2C1=O | -6
CCOC(=O)C(C#N)C(c1cccnc1)c1[nH]c(C)nc1O (configuration not stated) | 14
C[C@@H]1CN([C@H](C)CO)C(=O)Cc2cc(NC(=O)CCCCCC(=O)Nc3ccccc3N)ccc2O[C@@H]1CN(C)C(=O)Nc1ccc2c(c1)OCO2 | 11
C[C@@H]1CN([C@H](C)CO)C(=O)c2cc(NS(=O)(=O)c3cn(C)cn3)ccc2O[C@@H]1CN(C)C(=O)Nc1ccc(C(F)(F)F)cc1 | 15
C[C@H]1CN([C@@H](C)CO)C(=O)c2cc(NC(=O)c3ccncc3)ccc2O[C@H]1CN(C)S(=O)(=O)c1ccccc1 | 7
C[C@@H]1CN([C@H](C)CO)C(=O)c2cc(NC(=O)NC3CCCCC3)ccc2O[C@H]1CN(C)S(=O)(=O)c1cn(C)cn1 | -5
O=C(c1ccccc1)n1ccc2ccccc21 | 9

Screening results from PubChem BioAssay.
